mIDH1 inhibitor: human IDH1 R132H inhibition | Potency, µM (top dose mostly 76.6 µM), for the others: at the highest dose activity change, negative = inhibition, actives largely listed as inhibitors | actives 0.093% (n = 390,000) | O75874 | AID 602179 | IDH1-R132H enzyme, NADPH consumption, diaphorase/resazurin fluorescence; also: potency is read from the fitted curve at half-maximal effect; % is scaled to controls: 0 for no effect and ±100 for the full control effect; nearly all actives have a fitted effect of over 65% in size
Target sequence (O75874 whole entry R132H, stated change not applied): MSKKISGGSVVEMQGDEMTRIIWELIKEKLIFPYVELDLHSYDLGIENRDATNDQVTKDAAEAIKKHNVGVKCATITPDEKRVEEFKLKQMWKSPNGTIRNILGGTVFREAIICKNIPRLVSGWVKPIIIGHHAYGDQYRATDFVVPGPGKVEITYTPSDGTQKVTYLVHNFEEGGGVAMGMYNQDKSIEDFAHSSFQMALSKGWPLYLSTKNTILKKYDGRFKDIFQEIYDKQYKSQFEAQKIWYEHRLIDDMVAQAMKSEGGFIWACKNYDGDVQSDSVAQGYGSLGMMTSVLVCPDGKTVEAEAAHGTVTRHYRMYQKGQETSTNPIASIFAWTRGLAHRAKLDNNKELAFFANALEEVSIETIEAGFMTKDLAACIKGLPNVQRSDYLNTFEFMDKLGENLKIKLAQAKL
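IDH1-R132H (0.5 ug/mL dispensed) in pH 7.5 Tris buffer was preincubated 30 min with compound, then given a substrate mix of 0.016 mM NADPH and 2 mM alpha-KG for 80 min at room temperature; remaining NADPH was read by diaphorase/resazurin fluorescence.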
GRP78 ERSR act: inducers of ER stress response in human glioma cells. U87-MG GRP78 promoter luciferase reporter, 16 h. Potency, µM, for the others: top-dose activation, actives largely listed as activators. actives 0.02% (n = 420,000). AID 602332; also: potency is read from the fitted curve at half-maximal effect; series mostly up to about 76 µM; % of control where 0% means no effect; nearly all actives have a fitted effect of over 35% in size
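Stably transfected U87-MG human glioma cells carrying a GRP78-based luminescent sensor were seeded at 1000 cells/well, pin-dosed with compounds and incubated 16 h. Luciferase reagent was then added, and end-point luminescence was read after 10 min at room temperature.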
LDHA inh: inhibitors of human lactate dehydrogenase A; actives 0.15% (n = 480,000); purified LDHA, NADH/diaphorase-resazurin fluorescence; stronger effect = lower value; AID 1347041; activity change, % (values are at about 110 or 230 µM); in the data active = activity change below about -30%; inconclusive = mostly about -25% to -30%;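 also: plate controls were DMSO wells for no effect and wells without enzyme for full effect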
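Enzyme activity of human lactate dehydrogenase 5 (2 nM; 0.06 mM NADH, 0.2 mM pyruvate, 5 min, RT) is measured via a resazurin/diaphorase fluorescence readout of residual NADH.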
TrxR1 substrate: rat thioredoxin reductase 1 substrate activity. O89049. purified TrxR1 substrate turnover, NADPH consumption readout. Potency, µM (series often up to 114 µM), inactives show at the highest dose activity change, negative = substrate turnover. actives 0.01% (n = 390,000). AID 588456; also: potency is read from the fitted curve at half-maximal effect; % is scaled to controls: 0 for no effect and ±100 for the full control effect; nearly all actives have a fitted effect of over 50% in size
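Rat TrxR1, dispensed at 90 nM, was prereduced with 400 uM NADPH (final) for 5 min at ~22 deg C, then incubated with compound 15 min before 400 uM selenite. A first-read NADPH fluorescence drop versus no-compound background flagged substrates.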
RGS4 inhibitor: inhibitors of human regulator of G protein signaling 4; P49798; Transcreener GDP fluorescence polarization, RGS4-accelerated GTP hydrolysis; Potency, µM (series often up to 114 µM), without a hit: at the highest dose activity change, negative = inhibition, hits mostly inhibitors; actives 0.039% (n = 390,000); also: potency is read from the fitted curve at half-maximal effect; % is scaled to controls: 0 for no effect and ±100 for the full control effect; nearly all actives have a fitted effect of over 75% in size; some results filed as inactive show a strong effect at the top dose
Target sequence (P49798 whole entry, looked up): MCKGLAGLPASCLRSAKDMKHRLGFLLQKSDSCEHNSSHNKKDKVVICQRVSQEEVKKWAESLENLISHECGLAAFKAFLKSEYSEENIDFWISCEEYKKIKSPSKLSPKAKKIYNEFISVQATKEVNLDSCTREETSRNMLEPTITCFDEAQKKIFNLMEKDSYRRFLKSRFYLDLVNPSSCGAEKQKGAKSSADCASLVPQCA
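MLSMR compounds (23 nl, pin-transferred) preincubated 10 min at room temperature with a 500nM (2x) first reagent, then RGS4 at 900nM (2x) plus Transcreener GDP mix added; fluorescence polarization (620/688 nm) read before and after 90 min at 30 °C.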
Vif-APOBEC3F blk: Vif-A3F binding inhibition | Potency, µM (titrated, usually from 46.1 µM), inactives show top-dose activity, negative = active | actives 0.2% (n = 390,000) | HeLa A3F-eYFP + Vif (tagged APOBEC3F with the HIV-1 protein that degrades it), YFP fluorescence increase; also: potency is read from the fitted curve at half-maximal effect; % of control where 0% means no effect; nearly all actives have a fitted effect of over 65% in size
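HeLa cells stably expressing Vif plus C-terminally eYFP-tagged A3F were seeded, incubated overnight at 37 deg C, dosed with compound, incubated overnight again at 37 deg C. Yellow fluorescence (Ex 488/Em 500-530) reported blocked Vif-mediated A3F-eYFP degradation.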
TrxR1 inh: inhibitors of rat thioredoxin reductase 1; O89049; recombinant rTrxR1, NADPH fluorescence consumption, selenite substrate; Potency, µM (titrated, usually from 114 µM), without a hit: at the top dose activity change, negative = inhibition, most hits filed as inhibitors; actives 1% (n = 390,000); also: potency is read from the fitted curve at half-maximal effect; % is scaled to controls: 0 for no effect and ±100 for the full control effect; nearly all actives have a fitted effect of over 65% in size
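Rat TrxR1 (90 nM in the dispensed reagent) was pre-reduced with 400 uM NADPH for 5 min at room temperature, then incubated with compound for 15 min. After 400 uM selenite was added, NADPH fluorescence (Ex 340/Em 450 nm) was followed for 8 min.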
Vif-APOBEC3G blk: inhibitors of Vif-APOBEC3G interaction | Q9HC16 | Potency, µM (highest dose often 46.1 µM), for the others: top-dose activity, negative = active, most hits filed as inhibitors | actives 0.076% (n = 410,000) | HeLa A3G-eYFP + Vif (tagged APOBEC3G with the HIV-1 protein that degrades it), YFP fluorescence, overnight;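 also: potency is read from the fitted curve at half-maximal effect; % is scaled to controls: 0 for no effect and ±100 for the full control effect; nearly all actives have a fitted effect of over 60% in size; hits raise eYFP signal because A3G escapes Vif-driven loss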
Target sequence (Q9HC16 whole entry, looked up): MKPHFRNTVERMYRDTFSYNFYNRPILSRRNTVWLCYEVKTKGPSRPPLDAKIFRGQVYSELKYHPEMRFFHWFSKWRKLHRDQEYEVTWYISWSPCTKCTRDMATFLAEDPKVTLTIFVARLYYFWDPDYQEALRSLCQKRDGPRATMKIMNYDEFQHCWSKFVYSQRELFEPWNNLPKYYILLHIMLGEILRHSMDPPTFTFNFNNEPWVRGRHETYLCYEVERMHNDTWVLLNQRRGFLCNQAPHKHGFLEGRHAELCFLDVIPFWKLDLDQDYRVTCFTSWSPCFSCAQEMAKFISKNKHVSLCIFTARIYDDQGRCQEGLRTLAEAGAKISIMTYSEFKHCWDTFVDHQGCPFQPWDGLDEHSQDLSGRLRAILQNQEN
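HeLa cells stably expressing Vif and C-terminally eYFP-tagged A3G, seeded overnight at 37 deg C, then exposed to compound by pintool overnight at 37 deg C. Rise in yellow fluorescence (Ex 488/Em 500-530, Acumen) marks blocked Vif-driven A3G degradation.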
USP1-UAF1 inh: blocks the human USP1/UAF1 deubiquitinase complex; Potency, µM (highest dose often 57.1 µM), inactives show top-dose activity change, negative = inhibition, hits mostly inhibitors; actives 0.23% (n = 390,000); O94782; recombinant USP1/UAF1, Ub-Rhodamine cleavage fluorescence; also: potency is read from the fitted curve at half-maximal effect; % is scaled to controls: 0 for no effect and ±100 for the full control effect; nearly all actives have a fitted effect of over 60% in size; inactives centre near -12
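USP1/UAF1 complex (1 nM) preincubated 15 min at room temperature with compound, then Ub-Rho substrate (150 nM final) added. Kinetic fluorescence at 480/540 nm over 6 reads at 60 s intervals; 50 mM HEPES pH 7.8, 0.5 mM EDTA, 0.1 mg/ml BSA, 1 mM TCEP, 0.01% Tween-20.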
An asterisk follows results filed as active; ? = inconclusive; nt = no result given; & = joins results of further samples; [ ] = another dose, or the depositor's remark. Unless noted, calls follow the shape of the dose curve; as a rule, active = well fitted curve in the direction sought with a large enough effect; inconclusive = small, poorly fitted or top-dose-only effect, or another doubt; inactive = no such curve, though single readings can be large; an effect the other way counts as inactive or inconclusive. A portion of the library; count on the stated rates, not on these rows.

SMILES	mIDH1 inhibitor	GRP78 ERSR act	LDHA inh	TrxR1 substrate	RGS4 inhibitor	Vif-APOBEC3F blk	TrxR1 inh	Vif-APOBEC3G blk	USP1-UAF1 inh
C=Cc1ccc(Cn2c(=O)n(-c3ccc(C)cc3)c(=O)c3c2c2cc(OC)ccc2n3C)cc1	13%	-2%	0	7%	3%	-1%	18%	2%	-21%
CCOC(=O)C1(CCCc2ccccc2)CCN(C(=O)CCc2cnn(C)c2)CC1	5%	0%	-1	9%	-22%	4%	9%[57.1 µM]	6%	-12%
N#C/C(=C\Nc1ccc2cn[nH]c2c1)c1nc(-c2ccc(Cl)cc2)cs1	5%	12%	2	7%[57.1 µM]	-45%	22µM*	30%[57.1 µM]	-21%	-21%
O=c1[nH]c(CN2CCOCC2)nc2ccccc12	5%	-2%	-10	4%[57.1 µM]	-22%	16%	9%[57.1 µM]	-5%	-24%
CN(CCC#N)C(=O)CC1(Cc2ccccc2)CCOC(C)(C)C1 (stereo unspecified)	-15%	-2%	-2	9%	14%[11.4 µM]	3%	32%	-2%	?
CCOc1ccc(C(=O)c2oc3ccccc3c2NC(=O)Cc2coc3ccc(CC)cc23)cc1	0%	-4%	3	8%	-27%	9%	11%	-1%	-13%
COc1ccc(C(=O)NC(=S)Nc2ccc(S(N)(=O)=O)cc2)cc1	9%	-5%	-4	7%[11.4 µM]	-32%	0%	25%[11.4 µM]	1%	-3%
CCCCCOc1ccc(Cn2c(=O)oc3ccccc32)cc1	-12%	3%	1	1%	7%	-9%	-1%	2%	8%
Cc1cccc(OCC(=O)N/N=C/c2cn[nH]c2-c2ccc(Cl)c(Cl)c2)c1	-1%	-4%	-4	3%	-34%	0%	18%	-3%	-15%
CC(OC(=O)CCC1CCCCC1)C(=O)Nc1ccc(S(N)(=O)=O)cc1 (stereo unspecified)	-1%	-4%	-9	-9%	-3%	10%	-1%	2%	-12%
CN(C)CC[C@@H](c1ccc(Cl)cc1)c1ccccn1	-6%	-4%&-2%&-9%&-3%	-6	-1%[57.1 µM]	1%[56.9 µM]	2%	-6%[57.1 µM]	1%	-28%
COc1ccc(NC(=O)C2CCCN2S(=O)(=O)c2ccc(F)cc2)cc1 (stereo unspecified)	-3%	0%	-6	-6%	31%	-2%	6%	1%	-4%
CCC1=C(C(=O)OC)C(c2cc(OC)ccc2OC)C(C#N)=C(N)O1 (stereo unspecified)	0%	-2%	3	8%	18%	-9%	27%	2%	-5%
CCN(CC(=O)Nc1c(F)cccc1F)C(=O)c1ccc2c(c1)OCO2	-8%	-4%	-11	4%	-15%	-3%	17%	1%	-9%
COCc1cc(C)nc(OCC(=O)N/N=C/c2cc(C)n(-c3c(C)cccc3C)c2C)c1C#N	-4%	-11%	-4	-11%	-5%	6%	-14%	?	-6%
CC(Oc1ccc(S(=O)(=O)N2CCCC2)cc1[N+](=O)[O-])C(=O)N(C)c1ccccc1 (stereo unspecified)	5%	-2%	-3	-6%	-10%	9%	8%	-2%	-14%
Cc1oc(-c2cc(F)ccc2F)nc1CN1CCC(C(=O)N2CCOCC2)CC1	-2%	-3%	-13	4%	8%	2%	4%	0%	-17%
CC(C)(C)N1CC(c2nc3ccccc3n2CCOc2ccccc2)CC1=O (stereo unspecified)	1%	-2%	-6	1%	-1%	0%	3%[11.4 µM]	-3%	-15%
CC(C)CN1CCNC(=O)C1CC(=O)NCc1cnn(-c2cccc(F)c2)c1 (stereo unspecified)	0%	-1%	-2	9%	8%	1%	11%	-8%	-17%
CCCn1c(SCC(=O)Nc2ccccc2CC)nnc1C(C)C	2%	-3%	1	7%[57.1 µM]	-73%[11.4 µM]	-7%	-3%	6%	-5%
CCOc1ccc(NC(=O)CN2CCN(C3c4ccccc4-c4ccccc43)CC2)cc1	2%	-3%	-5	6%	-18%	2%	-5%	-1%	-23%
O=C(Oc1ccccc1/C=C\C(=O)c1cc2ccccc2o1)c1cccc(F)c1	-2%	2%	-12	-3%[57.1 µM]	-23%	?	-20%[57.1 µM]	-5%	-17%
CCc1ccc(-c2nc(NC(=O)c3ccc(OCC(=O)Nc4ccc(F)cc4)c(OC)c3)sc2C)cc1	-2%	-3%	-13	40%[activator]	-13%	-4%	6%	-3%	-25%
O=C(Nc1ccc2ccccc2c1)c1ccccc1O	7%	-12%	6	1%	-7%	1%	-4%	-6%	-19%
C[C@H](NC(=O)C1CCN(S(=O)(=O)c2ccccc2)CC1)C(=O)NCc1cccc(C(F)(F)F)c1	-6%	3%	-1	0%	7%	-2%	20%	4%	-13%
Cc1cc(C)cc(NC(=O)COC(=O)CNC(=O)C2CCCCC2)c1	-10%	-2%	-1	-1%	4%	-18%	5%	-17%	-17%
CCOc1ccc(CSC(CC(=O)O)C(=O)O)cc1 (stereo unspecified)	5%	-2%	-5	5%	11%	2%	4%	0%	-3%
CCCN1C(=O)/C(=C/c2nc3ccccc3c(=O)[nH]2)c2cc(C)ccc21	1%	-4%	-6	-5%	9%	1%	-1%	-1%	-3%
CC(C)c1ccc(NC(=O)C2CCCCC2C(=O)O)cc1 (stereo unspecified)	-4%	0%	-6	6%	-16%	-10%	8%	-3%	-14%
COc1ccc(-n2c(SCC(=O)NCC3CCCO3)nc3ccccc3c2=O)cc1Cl (stereo unspecified)	-9%	1%	-1	nt	nt	0%	nt	0%	-26%
O=C(Oc1cc(=O)oc2ccccc12)c1ccccc1	0%	-2%	-2	-2%	-21%	-4%	15%	?	?
CC(C)(C)OC(=O)NNC1CC(=O)N(c2ccccc2F)C1=O (stereo unspecified)	3%	-5%	0	-9%	-16%	1%	3%	-5%	-5%
CC1CCN(c2nc3c(c(=O)[nH]c(=O)n3C)n2CCSc2ncccn2)CC1	-11%	-5%	-7	-2%[57.1 µM]	15%	-3%	25%[57.1 µM]	4%	-1%
CCCN(C(=O)COC(=O)CCC(=O)c1ccccc1)c1c(N)n(Cc2ccccc2)c(=O)[nH]c1=O	-6%	-2%	-9	nt	nt	-2%	nt	-5%	?
C=C[C@@H]1c2cc(C)ccc2N(S(=O)(=O)c2ccc(C)cc2)[C@H](c2ccccc2)C1(C#N)S(=O)(=O)c1ccccc1 (stereo partly specified)	8%	-7%&-2%	-1	-13%&-6%	-29%	5%	-10%&2%	-2%&-3%	-27%
NC(=O)CC(NC(=O)Cc1cccc2ccccc12)c1ccc(N2CCc3ccccc3C2)c([N+](=O)[O-])c1 (stereo unspecified)	8%	-8%	0	-2%	-16%	-3%	11%	-5%	-29%
COc1ccc2oc(C(=O)OCC(=O)N3C(C)CCCC3C)c(C)c2c1 (stereo unspecified)	2%	2%	-19	39%[activator]	32%	-6%	-16%	2%	-21%
O=C1CC(c2cccc(O)c2)c2cc3c(cc2N1)OCO3 (stereo unspecified)	2%	-2%	3	-2%	-8%	-12%	-2%	-1%	-24%
COc1ccccc1CC(=O)O/N=C(\N)c1ccccn1	1%	0%	-4	-2%	5%	-4%	-1%	-1%	-16%
CCNC(=S)Nc1ccc(Cl)c([N+](=O)[O-])c1	-1%	-1%	-2	4%[57.1 µM]	2%	-1%	15%[57.1 µM]	4%	-16%
O=C(NS(=O)(=O)c1ccc2c(c1)OCCO2)c1ccccc1	1%	3%	-4	-1%	?	nt	7%	0%	-10%
C=CCn1c(SCc2nc(N)nc(N3CCCCC3)n2)nnc1-c1ccco1	4%	0%	-4	6%	-9%	-2%	-4%	0%	7%
CCn1cc(C(=O)NCC2CCCO2)c(=O)c2cc(S(=O)(=O)N3CCCCC3)ccc21 (stereo unspecified)	-2%	-1%	-3	-5%	-1%	2%	2%	2%	-13%
Fc1ccc(OCCCn2ccnc2)cc1	4%	-1%	-3	5%	-19%	0%	5%	1%	-15%
Cc1ccc(S(=O)(=O)N2CCN(Cc3ccccc3)CC2)c(C)c1NS(C)(=O)=O	-14%	-2%	3	-1%[57.1 µM]	-1%	-6%	1%[57.1 µM]	-8%	0%
CN(CC(=O)Nc1ccc(F)cc1)C(=O)CN1C(=O)c2ccccc2C1=O	2%	-3%	-10	-1%	-25%	-7%	6%	0%	-16%
COc1ccc(N2CC(C(=O)OCC(=O)Nc3ccccc3C)CC2=O)cc1 (stereo unspecified)	0%	-6%	-8	0%	8%	-1%	22%	1%	-9%
COCC(O)CNc1ccccc1 (stereo unspecified)	4%	-1%	12	6%	?	-1%	18%	-3%	1%
O=C(CSc1nnc(CNC(=O)c2c(F)cccc2Cl)o1)NCCc1ccccc1	6%	1%	-1	-17%	-18%	2%	-14%	0%	-12%
CC1CC(C)(C)NC(=S)N1CCCC(=O)NCc1ccccc1 (stereo unspecified)	3%	-1%	0	-13%[57.1 µM]	-12%	2%	25%[57.1 µM]	-1%	-13%
